SRC1 inh: human NCOA1 inhibition | 360,000 compounds, 0.12% hits | HEK293 GAL4-SRC1 luciferase reporter, luminescence | Q15788 | inhibition, % at 3.6 µM;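 active = inhibition above the campaign mean plus 3 SD, with each screening campaign given its own cutoff, cut at about 60% in these data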;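 note: 0% = DMSO treated cells and 100% = gossypol at 36 µM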
NCOA2 inhibitor: inhibits human steroid receptor coactivator 2; HEK293 GAL4-SRC2 luciferase reporter, luminescence; inhibition, % at 9 µM; 370,000 compounds, 0.17% hits; AID 651957;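 active = inhibition above the mean inhibition of all tested compounds plus 3 SD, set per campaign, cut at about 52% in these data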;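 note: 0% = DMSO treated cells and 100% = cells given Gossypol at 36 µM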
EBV LMP1 NFkB: inhibitors of Epstein-Barr LMP1-induced NF-kappaB reporter | inhibition, % at 12.5 µM | AID 504558 | 350,000 compounds, 0.69% hits | LMP1-induced NF-kappaB luciferase reporter cells, luminescence; in the data active = inhibition above about 41%;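 note: 0% = neutral control wells and 100% = reference inhibitor control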
SRC3 inh: inhibitors of human steroid receptor coactivator 3 (SRC3). Q9Y6Q9. HEK293 GAL4-SRC3 luciferase reporter, luminescence. inhibition, % at 3.6 µM. 360,000 compounds, 0.17% hits. AID 588352;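 active = inhibition above a per-campaign cutoff, the mean of all compounds plus 3 SD, cut at about 60% in these data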;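 note: 0% = DMSO-treated cells and 100% = gossypol-treated cells at 36 µM; higher means less SRC3-driven luciferase light from the GAL4 reporter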
NR2F2 inh: NR2F2 (human) inhibition, primary screen | 370,000 compounds, 0.7% hits | HEK293T NGFI-A luciferase reporter, luminescence | inhibition, % at 8.6 µM;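 active = inhibition above a per-plate cutoff, mean inhibition of test wells between control levels plus 3 SD, cut at about 38% in these data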;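 note: cells cotransfected with COUP-TFII expression vector driving the NGFI-A reporter; 0% = median of COUP-TF2 test wells and 100% = reporter-only cells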
Target sequence (P24468 whole entry, looked up): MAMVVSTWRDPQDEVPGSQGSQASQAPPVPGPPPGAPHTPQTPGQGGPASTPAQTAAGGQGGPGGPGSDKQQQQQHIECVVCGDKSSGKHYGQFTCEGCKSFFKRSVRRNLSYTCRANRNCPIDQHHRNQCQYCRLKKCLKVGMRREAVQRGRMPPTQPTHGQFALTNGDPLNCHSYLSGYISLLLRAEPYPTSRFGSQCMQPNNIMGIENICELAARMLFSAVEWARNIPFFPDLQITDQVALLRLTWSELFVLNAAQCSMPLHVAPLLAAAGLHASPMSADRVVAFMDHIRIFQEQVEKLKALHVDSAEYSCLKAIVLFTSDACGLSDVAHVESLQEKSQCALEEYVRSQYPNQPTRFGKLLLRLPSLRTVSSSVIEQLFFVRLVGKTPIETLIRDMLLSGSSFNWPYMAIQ
NOD2-RIPK2 inh: NOD2-RIPK2 protein interaction inhibition | CHO BLA complementation NOD2-RIPK2, CCF4 ratio | 360,000 compounds, 0.38% hits | inhibition, % at 4.98 µM; in the data active = inhibition above about 21%;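 note: 0% = vehicle only and 100% = reference blocker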
Target sequence (O43353 whole entry, looked up): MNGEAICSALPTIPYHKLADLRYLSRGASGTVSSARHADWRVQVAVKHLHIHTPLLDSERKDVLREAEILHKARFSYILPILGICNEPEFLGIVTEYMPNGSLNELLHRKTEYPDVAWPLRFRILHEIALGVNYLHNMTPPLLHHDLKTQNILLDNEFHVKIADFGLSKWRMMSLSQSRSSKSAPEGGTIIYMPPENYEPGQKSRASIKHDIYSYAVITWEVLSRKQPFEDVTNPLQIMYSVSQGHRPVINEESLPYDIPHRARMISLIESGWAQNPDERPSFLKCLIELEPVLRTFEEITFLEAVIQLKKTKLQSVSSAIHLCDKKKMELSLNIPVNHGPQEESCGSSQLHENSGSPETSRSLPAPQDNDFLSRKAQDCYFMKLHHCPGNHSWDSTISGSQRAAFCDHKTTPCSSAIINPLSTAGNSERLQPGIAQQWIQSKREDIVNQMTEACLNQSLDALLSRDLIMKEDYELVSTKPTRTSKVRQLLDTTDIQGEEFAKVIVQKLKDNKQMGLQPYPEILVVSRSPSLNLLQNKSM
MC4R antagonist: antagonists of human melanocortin 4 receptor (MC4R); inhibition, % at 6.5 µM; 360,000 compounds, 0.48% hits; AID 540295; MC4R-expressing cells, MTII-stimulated cAMP, LANCE TR-FRET; P32245;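 active = inhibition above its plate's cutoff, the mean of tested wells on that plate plus 3 SD, cut at about 29% in these data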;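 note: 0% = Melanotan II alone and 100% = Melanotan II plus saturating MCL0020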
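Assay system: U2OS cells stably expressing human melanocortin 4 receptor (MC4R) / Dosing: 6.5 µM / Timing: compound 30 min, challenge 1 h, detection 1 h / Measured by: Eu-cAMP/anti-cAMP TR-FRET, emission 671 nm / Replicates: singlicate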
ABHD5-PLIN5 inh: blocks binding of human ABHD5 to perilipin-5 | 360,000 compounds, 0.78% hits | Q00G26+Q8WTS1 | Split G. princeps luciferase complementation, luminescence, 4 h | inhibition, % at 4 µM | AID 602281;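 active = inhibition above the mean inhibition across every tested compound plus 3 SD, cut at about 22% in these data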;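 note: 0% = DMSO only wells and the 100% control is not disclosed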
MC4R ag barr: activates human MC4R beta-arrestin recruitment | activation, % at 8.9 µM | 360,000 compounds, 0.98% hits | U2OS MC4R beta-arrestin complementation, luminescence; percent of melanotan II response, DMSO zero | AID 540308;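 active = activation above a per-plate cutoff, the mean activation of sample wells on that plate plus 3 SD, cut at about 8% in these data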
NR5A2 inv ag: inverse agonists of human LRH-1 (NR5A2); O00482; HEK293T StAR-luciferase reporter, LRH-1 transfected, 24 h; inhibition, % at 3.6 µM; 360,000 compounds, 0.13% hits;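 active = inhibition above the mean inhibition of all tested compounds plus 3 SD, cut at about 73% in these data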;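 note: 0% = DMSO wells and 100% = reporter-only cells lacking LRH-1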
TLR9-MyD88 block: TLR9-MyD88 interaction inhibition; CHO BLA complementation TLR9-MyD88, CCF4 FRET ratio; 340,000 compounds, 0.21% hits; Q9NR96+Q99836; inhibition, % at 4.98 µM;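 active = inhibition above the mean over all tested compounds plus 3 SD, cut at about 21% in these data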;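 note: 0% = DMSO only wells and 100% = clavulanate BLA inhibitor control wells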
Numbers without * were called inactive; nt = not tested or not shown; & = joins results of further samples. Only part of the results is shown; count on the stated rates, not on these rows.

SMILES	SRC1 inh	NCOA2 inhibitor	EBV LMP1 NFkB	SRC3 inh	NR2F2 inh	NOD2-RIPK2 inh	MC4R antagonist	ABHD5-PLIN5 inh	MC4R ag barr	NR5A2 inv ag	TLR9-MyD88 block
Cc1ccc(C)c(N2N=C(C(=O)NCCN3C(=O)S/C(=C\c4cccnc4)C3=O)CCC2=O)c1	12	2	7	-17	5	7	9	13	-0.3	-6	3
[O-]/[N+](=C/c1cccnc1)c1ccc(Br)cc1	-47	-14	-23	-52	1	-8	0	-22	-1.0	-62	5
CCOC(=O)C1=C(COC(=O)c2cc(Br)c(Br)s2)NC(=O)NC1C (stereo not given)	-21	2	3	-6	13	-6	11	8	-1.6	10	0
S=C(Nc1ccc(OCc2ccccc2)cc1)Nc1cccc(Cl)c1Cl	-2	8	74*	3	8	-2	-4	-8	0.6	3	5
CC(C)c1ccc(NC(=O)COC(=O)CCC(=O)c2cccs2)cc1	4	11	2	3	-8	-7	-1	0	-0.3	-12	-12
CCC(C)CCN1C(N(C)C)=NC[C@@H]1Cc1ccccc1 (stereo not given in full)	6	10	-2	21	-2	-7	-6	5	-0.1	8	-10
c1ccc(C2=NCCCN2)cc1	-4	-2	-4	2	-6	10	3	4	-1.1	16	3
Cc1cc(NC(=O)C2CC(c3cccc(Br)c3)=NO2)no1 (stereo not given)	-4	25	0	5	14	6	19	-3	1.5	6	-1
COC(=O)c1ccc2[nH]c(C)c(CN3CCCC3)c(=O)c2c1	-14	3	-1	6	6	5	0	4	-0.2	13	0
Cc1ccn2c(NCc3ccccc3)c(-c3cccc(SC4CCCCC4)c3)nc2c1	-2	13&19	-1	5	-2&14	-6&-5	7	-25&-2	-1.5	5&14	-8
CS(=O)(=O)c1ccc(NC(=O)CCN2C(=O)C3CC=CCC3C2=O)cc1 (stereo not given)	10	-6	0	12	12	0	4	-8	-1.6	-6	3
CCOc1ccc(C(=O)NCCN2CCCC2)cc1	-14	8	7	10	12	4	17	2	-1.1	-5	-7
Cc1ccc(NC(=O)c2ccc3nc[nH]c3c2)nc1	-97	-37	-4	-143	-26	-7	-3	-7	-2.6	-82	7
CCOC(=O)N1CCN(S(=O)(=O)c2ccc(C(=O)N(CCN(C)C)c3nc4ccc(CC)cc4s3)cc2)CC1	-25	9	-5	9	-9	-9	-5	0	1.9	-55	7
Cc1nc2cc(-c3ccc(Cl)cc3)nn2c(C)c1CCC(=O)NC(C)c1ccc2c(c1)OCCO2 (stereo not given)	17	73*	12	13	26	-1	11	-3	-0.2	2	-4
COc1ccc(N2CC(O)=C(c3nc(-c4ccc(F)cc4)cs3)C2=N)cc1	-11	-30	-26	6	0	-3	5	-3	-0.2	4	4
NC(=O)c1ccc(NC(=O)COC(=O)c2cc3c(s2)CCC3)cc1	-32	0	-9	-21	-20	-5	1	0	0.6	20	-2
CC(=O)/C(C=Nc1noc(C)c1Br)=C(\C)O	4	-7	2	16	1	-13	11	-2	0.6	-11	6
O=C(CCC1CCCC1)c1c(O)c2ccccc2oc1=O	-41	-12	-5	-4	5	1	5	3	2.3	-41	-6
Cc1c(-c2ccccc2)cn2c1-c1ccc(C)n1CC2	-10	-22	7	-10	16	-12	1	3	-2.4	-5	-6
Brc1ccc(COc2cccc3cccnc23)cc1	-31	-36	nt	-39	-23	-9	-1	0	-1.7	-69	nt
CCOCCCNC(=O)c1ccc2c(=O)n(Cc3ccc(OC)cc3)c(=O)[nH]c2c1	10	-6	5	2	10	-16	9	3	-1.0	0	5
CCN(NC(=O)C(O)(c1ccccc1)c1ccccc1)C(=O)c1ccccc1	-1	3	7	0	-3	-12	11	6	-0.3	6	8
CN(C)c1ccc(N=Nc2cccc3ccoc23)cc1	-225	-59	-32	-138	-64	-6	-2	-4	-0.7	-108	-15
Cc1ccc(S(=O)(=O)N(C)c2ccc(C(=O)Nc3ccc(C)cn3)cc2)cc1	-6	14	7	-6	-5	-4	-4	-6	-2.6	-22	11
CN(Cc1ccc(F)cc1)C(=O)c1cccc(OCc2ccccc2)c1	8	25	0	3	27	5	-2	1	0.2	2	1
O=C(CN1CCN(Cc2cccc(Cl)c2)C1=O)NCc1ccccn1	-3	-43	-4	-11	18	6	4	-2	-0.8	6	2
C[C@@H]1CN([C@@H](C)CO)C(=O)c2cc(NC(=O)C3CCCCC3)ccc2O[C@@H](C)CCCCO[C@@H]1CN(C)Cc1ccncc1	1	-8	9	1	-4	5	2	3	-1.8	9	-7
Cc1ccc(N(C(C)C(=O)Nc2cccc(N(C)S(C)(=O)=O)c2)S(C)(=O)=O)cc1 (stereo not given)	-24	-12	-8	22	7	-2	-1	-4	0.5	9	1
COc1cc(C(=S)N2CCCC2)cc(OC)c1O	0	-38	1	-19	-15	6	-5	-11	-3.5	4	-1
COC(=O)c1ccc(CN2CCN(Cc3ccc(C(=O)OC)o3)CC2)o1	15	4	-2	-1	24	-14	-1	-3	-1.3	10	-2
COc1cccc2c(=O)n(CC(=O)N3CCCCCC3)ccc12	9	-23	5	3	2	0	13	3	0.1	2	6
COCC1CCN(C(=O)c2cc(COc3ccc4ncccc4c3)on2)CC1	18	16	5	27	19	2	11	-2	-2.2	34	-6
CN(C)C(/C=C/Nc1ccccc1F)=C(C#N)C#N	6	-2	-6	-7	1	-7	7	-5	-1.8	-9	-1
CC(C)CNC(=O)c1ccccc1C(=O)NC1(C(=O)NCC(C)C)CCCC1	-12	-8	1	3	3	9	8	-1	0.1	-12	-7
Cc1ccc(S(=O)(=O)Nc2cc(C)cn(Cc3ccc(F)cc3)c2=O)cc1	11	-20	-3	6	10	-5	23	-12	3.1	-13	-12
CSc1ccccc1C(=O)N(C)C(c1ccccc1)c1ccccc1	19	4	-7	12	12	-4	1	-11	1.2	4	-8
COc1ccc(C2=NOC(Cn3nc(-c4ccccc4)cc3C(=O)NCc3ccc(C)cc3)C2)cc1 (stereo not given)	-1	-13	-9	9	-5	9	0	-1	-0.4	0	-5
O=C(CCC1CCCC1)N1CCN(C(=O)COc2ccccc2)CC1	-1	-26	-3	11	7	2	7	-1	-0.9	2	-4
COc1ccc(N=C2SCC(=O)N2C)cc1	-2	-14	24	-8	17	-6	11	-1	1.8	0	-6

Whole records from above. Order of screens: SRC1 inh	NCOA2 inhibitor	EBV LMP1 NFkB	SRC3 inh	NR2F2 inh	NOD2-RIPK2 inh	MC4R antagonist	ABHD5-PLIN5 inh	MC4R ag barr	NR5A2 inv ag	TLR9-MyD88 block
CN(C)c1ccc(N=Nc2cccc3ccoc23)cc1 is listed as -225	-59	-32	-138	-64	-6	-2	-4	-0.7	-108	-15
C[C@@H]1CN([C@@H](C)CO)C(=O)c2cc(NC(=O)C3CCCCC3)ccc2O[C@@H](C)CCCCO[C@@H]1CN(C)Cc1ccncc1 is listed as 1	-8	9	1	-4	5	2	3	-1.8	9	-7

(continued)
SMILES	SRC1 inh	NCOA2 inhibitor	EBV LMP1 NFkB	SRC3 inh	NR2F2 inh	NOD2-RIPK2 inh	MC4R antagonist	ABHD5-PLIN5 inh	MC4R ag barr	NR5A2 inv ag	TLR9-MyD88 block
CC(=O)Nc1ccc(NC2(C)C(=O)c3ccccc3C2=O)cc1	-19	-1	-9	4	-7	-3	-4	1	0.1	16	-1
O=C(CSc1ccccc1)Nc1nnc(/C=C/c2ccccc2)s1	5	3	-10	4	8	10	-2	-3	11*	11	0
CC1CCCCN1C(=O)Cn1c(=O)n(CCC(=O)NCc2ccco2)c(=O)c2sccc21 (stereo not given)	1	3	3	17	-1	3	1	-8	-0.3	-11	1
CN(CCC1CCOCC1)C(=O)CC1C(=O)NCCN1Cc1ccoc1 (stereo not given)	-2	0	-24	17	-6	7	1	3	-0.1	-15	6
CCN(C(=O)COc1ncnc2ccccc12)C1CCCCC1	3	16	5	9	12	-5	2	3	-2.2	1	-9
C=CCc1ccccc1OCC(O)CNC1CCCC1 (stereo not given)	2	8	9	6	-14	-9	6	-4	-0.8	2	-8
O=S(=O)(Nc1c(O)ccc2ccccc12)c1cccc2ccccc12	-34	nt	-19	-25	nt	-11	4	-4	-0.5	-15	0
COc1cc(OC)c(NC(=O)C(=O)CC(=O)c2ccc(C)cc2C)cc1Cl	9	20	10	11	12	0	-3	6	-0.7	-9	0
CC(C)(C)c1cnnn1-c1ccc(NC(=O)c2ccc(Br)o2)cc1	-28	19	-3	-11	13	1	12	4	-1.3	-4	13
CCOc1ccc(S(=O)(=O)N2CCCC(C(=O)NC3CC3)C2)cc1Cl (stereo not given)	-32	4	-4	0	-24	8	10	7	-0.3	-5	0
Cc1c(C(=O)N2CCC3(CC2)CC(=O)c2ccccc2O3)cccc1[N+](=O)[O-]	7	-4	6	23	-3	0	2	-4	-3.4	10	-10
Cc1ccc(S(=O)(=O)NCc2ccncc2)cc1C	-5	8	22	19	60*	-4	-3	-4	-0.1	30	-9
N#CCN(CC#N)C(=O)C1c2ccccc2Oc2ccccc21	18	-11	-22	4	7	-8	3	3	-0.1	21	-9
O=C(O)CCc1n[nH]c(=S)[nH]c1=O	-2	-6	-13	-15	7	0	5	-4	0.7	3	-13
O=C(CN1C(=O)C2CC=CCC2C1=O)NCc1cccs1 (stereo not given)	-2	-9	2	4	-12	6	31*	0	-0.6	8	7
Cc1cc(C)n2ncc(C(=O)Nc3ccc(Cl)c(Cl)c3)c2n1	-2	-17	-8	5	1	-5	-4	-5	-0.6	8	3
COc1ccc(S(=O)(=O)N2CCCN(CCC(=O)Nc3cccc(C(F)(F)F)c3)CC2)cc1	-40	-3	0	-2	15	15	-1	5	2.8	10	4
CS(=O)(=O)N1CCC(C(=O)NCCc2ccccc2)CC1	-6	-25	4	6	0	-8	3	3	-2.8	-2	10
Cc1ccc([C@H]2C[C@H](O)[C@@H](n3cc(COC(=O)c4ccccc4)nn3)CN2Cc2cccs2)cc1	-19	14	-6	-26	16	-16	12	-4	0.4	-26	11
CCOn1c(=O)c(-c2cc(OC)ccc2OC)[n+]([O-])c2ccccc21	13	-77	-7	-2	-33	5	-1	5	0.1	13	4
COc1cc(Br)cc(C(c2c(C)n(C)n(-c3ccccc3)c2=O)c2c(C)n(C)n(-c3ccccc3)c2=O)c1O	-5	-9	nt	7	13	0	4	6	-0.1	-4	nt
CC(C)CN(C(=O)COC(=O)/C=C/c1ccccc1)C1CCS(=O)(=O)C1 (stereo not given)	4	11	3	-10	2	-3	2	-3	-2.3	-10	2
Clc1ccc(-c2nc3ccc(Br)cn3c2Cc2ccccc2)cc1	-41	-30	-4	-44	-34	-3	-12	-2	0.8	-69	-9
O=C(Nc1cccc(S(=O)(=O)Nc2ccc(Cl)cc2)c1)c1ccc2c(c1)OCCO2	23	-19	8	25	51*	-14	3	9	5.1	36	-3
O=C(CS(=O)(=O)c1cn(CC(=O)N2CCOCC2)c2ccccc12)Nc1ccccc1	-2	9	-6	12	10	6	11	0	-0.1	5	1
Nc1nnc(SCC(=O)Nc2cccc(S(N)(=O)=O)c2)s1	-1	2	2	15	7	-11	2	2	-0.6	-11	-11
